# BRCA1 expr up: qHTS Assay to Identify Small Molecule Activators of BRCA1 Expression | hit rate 1.1% among 380,000 | MCF7-BRCA1-FFLuc reporter, luminescence, 48 h; response scale: scaled: vehicle 0%, 10 µM genistein 100% | Potency, µM (top dose mostly 46.1 µM), for inactives: at the top dose activation, hits mostly activators | AID 624202, 2012; note: nearly all actives have a fitted effect of over 80% in size; some results filed as inactive show a strong effect at the top dose
#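 First, MCF7-BRCA1-FFLuc cells (2000/well) attach for 2 h; next, compounds are pin-added and incubated 48 h at 37 °C; finally, luciferase reagent is added and luminescence read after 15 min.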
# RORgamma inh: qHTS for inhibitors of ROR gamma transcriptional activity; Nuclear receptor ROR-gamma (Mus musculus), P51450; Drosophila S2 Gal4-RORgamma UAS-luciferase reporter, 20 h; Potency, µM (series often up to 53.6 µM), without a hit: top-dose activity change, negative = inhibition, hits mostly inhibitors; hit rate 5.4% among 310,000; note: % is set by controls: 0 for no effect and ±100 for the full control effect; nearly all actives have a fitted effect of over 60% in size
# Target sequence (P51450 whole entry, looked up, the tested form may be a part): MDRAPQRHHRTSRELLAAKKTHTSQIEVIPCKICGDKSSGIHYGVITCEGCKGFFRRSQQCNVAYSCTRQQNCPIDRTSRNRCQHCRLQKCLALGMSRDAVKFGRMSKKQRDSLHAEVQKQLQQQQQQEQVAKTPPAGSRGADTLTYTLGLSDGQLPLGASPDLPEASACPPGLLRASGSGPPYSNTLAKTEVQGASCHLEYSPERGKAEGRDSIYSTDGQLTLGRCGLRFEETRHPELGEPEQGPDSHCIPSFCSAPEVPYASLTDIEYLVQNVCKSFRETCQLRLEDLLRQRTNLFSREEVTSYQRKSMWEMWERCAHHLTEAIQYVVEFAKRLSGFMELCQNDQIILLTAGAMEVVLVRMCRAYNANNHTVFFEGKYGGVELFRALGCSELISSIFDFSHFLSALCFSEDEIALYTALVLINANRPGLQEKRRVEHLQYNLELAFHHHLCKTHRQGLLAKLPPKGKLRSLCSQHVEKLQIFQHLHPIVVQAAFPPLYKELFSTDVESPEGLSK
#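 Luminescence from a UAS-regulated Photinus luciferase reporter in stably transfected Drosophila Schneider cells is measured; decreased signal marks ROR gamma inhibition. Fusion expression is induced by 700 uM copper sulfate for 20 hr.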
# NPC1 promoter act: qHTS Assay for NPC1 Promoter Activators. Potency, µM (series often up to 9.22 µM), for inactives: at the highest dose activation, most hits filed as activators. Huh7 NPC1 promoter luciferase reporter, 24 h. hit rate 2.4% among 320,000;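 note: % of control where 0% means no effect; nearly all actives have a fitted effect of over 60% in size; reporter is driven by a mutant NPC1 promoter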
#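 In 1536-well qHTS, Huh7 cells harboring an NPC1 promoter–luciferase construct received compound for 24 h; activation was quantified by luminescence following luciferase reagent addition.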
# Gal4-VP16 FLuc: VP16 counterscreen qHTS for inhibitors of ROR gamma transcriptional activity; Drosophila S2 Gal4-VP16 UAS-luciferase, luminescence, 20 h; Potency, µM (top dose mostly 53.6 µM), for inactives: at the highest dose activity, negative = inhibition, most hits filed as inhibitors; hit rate 3.5% among 310,000; AID 2546, 2010;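 note: Gal4-VP16 expression switched on by copper sulfate through the metallothionein promoter; % is set by controls: 0 for no effect and ±100 for the full control effect; nearly all actives have a fitted effect of over 50% in size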
# p53 reactivator: qHTS assay for re-activators of p53 using a Luc reporter; Potency, µM (top dose mostly 92.2 µM), without a hit: top-dose activity change, positive = activation, usual class: activators; H1299 p53-A138V BP100-luciferase reporter, luminescence, 24 h; hit rate 0.063% among 320,000; note: % of control where 0% means no effect; nearly all actives have a fitted effect of over 45% in size
#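 p53-null H1299 cells stably carrying temperature-sensitive p53-A138V and a BP100-luciferase reporter were pinned with compounds (4-point, 1:5 series) and held 24 hrs at 37 deg C. Luminescence was read 10 min after detection reagent.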
# FLuc modulator: qHTS profiling assay for firefly luciferase inhibitor/activator using purifed enzyme and Km concentrations of substrates (counterscreen for miR-21 project); Potency, µM (top dose mostly 57.5 µM), without a hit: at the top dose activity change, negative = inhibition, hits mostly inhibitors; Luciferin 4-monooxygenase (Photinus pyralis), P08659; hit rate 6.9% among 360,000; purified FLuc, Km substrates, luminescence inhibition; AID 588342, 2011;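 note: plate controls were vehicle for no effect and reference inhibitor for full effect; nearly all actives have a fitted effect of over 55% in size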
# Target sequence (P08659 whole entry, looked up): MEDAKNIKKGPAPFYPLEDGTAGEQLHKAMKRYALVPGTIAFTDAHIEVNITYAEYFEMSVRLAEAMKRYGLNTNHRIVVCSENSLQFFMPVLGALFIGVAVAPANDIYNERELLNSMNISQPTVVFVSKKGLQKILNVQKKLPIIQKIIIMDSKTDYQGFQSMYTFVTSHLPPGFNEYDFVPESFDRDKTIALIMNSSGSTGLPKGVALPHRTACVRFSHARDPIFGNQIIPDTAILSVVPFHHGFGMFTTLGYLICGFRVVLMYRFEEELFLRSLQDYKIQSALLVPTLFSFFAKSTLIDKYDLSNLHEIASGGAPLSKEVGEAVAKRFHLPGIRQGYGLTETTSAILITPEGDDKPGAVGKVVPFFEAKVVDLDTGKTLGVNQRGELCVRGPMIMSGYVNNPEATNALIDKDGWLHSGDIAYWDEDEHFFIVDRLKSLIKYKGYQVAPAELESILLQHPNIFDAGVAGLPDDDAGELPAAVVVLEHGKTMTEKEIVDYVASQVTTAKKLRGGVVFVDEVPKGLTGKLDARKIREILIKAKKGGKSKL
#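 Purified P. pyralis luciferase, 10 nM final, with Km-level 10 uM D-luciferin and 10 uM ATP in 50 mM Tris acetate pH 7.5, 10 mM Mg acetate, 0.01% Tween-20, 0.05% BSA; 6-point qHTS titration about 60 µM downward; luminescence read.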
# Rab9 prom act: qHTS Assay for Rab9 Promoter Activators; Potency, µM (top dose mostly 9.22 µM), for the others: at the top dose activation, negative = inhibition, most hits filed as activators; hit rate 2.8% among 320,000; Huh7 Rab9 promoter-luciferase reporter, luminescence, 24 h; note: % of control where 0% means no effect; nearly all actives have a fitted effect of over 60% in size
#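 Huh7 cells stably carrying Rab9 promoter–luciferase reporter, plated 1500 cells/well, compound added after 2 h and incubated 24 h at 37 °C; luciferase luminescence then read after 10 min with detection reagent.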
# uPA surface inh: qHTS for Inhibitors of Cell Surface uPA Generation | cell surface uPA generation assay, qHTS | Potency, µM (doses to about 38.3 µM), without a hit: at the top dose activity change, negative = inhibition, most hits filed as inhibitors | hit rate 0.31% among 330,000 | AID 540303, 2011; active = well fitted inhibition curve with a large enough effect; inconclusive = small, poorly fitted or top-dose-only effect; inactive = no such curve, though single readings can be large or run the other way; tested in mouse RAW 264.7 cells; note: % is set by controls: 0 for no effect and ±100 for the full control effect; nearly all actives have a fitted effect of over 55% in size
# MBNL1-CUG inh: qHTS Assay for Inhibitors of MBNL1-poly(CUG) RNA binding; Muscleblind-like protein 1 (Homo sapiens), Q9NR56; TR-FRET MBNL1-His/biotin-(CUG)12 binding, 665/545 ratio; Potency, µM (top dose mostly 57.5 µM), without a hit: top-dose activity change, negative = inhibition, usual class: inhibitors; hit rate 0.036% among 280,000; active = well fitted inhibition curve with a large enough effect in the signal ratio, with a control signal flat, not every such curve was filed as active; inconclusive = small, poorly fitted or top-dose-only effect, or effect the other way, or a change in a side signal; inactive = no such curve, though single readings can be large or run the other way; the % refers to the signal ratio; note: % is set by controls: 0 for no effect and ±100 for the full control effect
#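 Compound titration spanned 92 nM–58 uM against the MBNL1-His/biotin-(CUG)12 complex. After 60 min at room temperature with 5 nM streptavidin-XL665 and 0.055 ng/ul terbium anti-His, ratiometric 665/545 nm emission (Ex 340 nm) normalized to controls.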
# ELG1 genotox: qHTS screen for small molecules that induce genotoxicity in human embryonic kidney (HEK293T) cells expressing luciferase-tagged ELG1; HEK293T ELG1-luciferase reporter, luminescence, 16 h; Potency, µM (titrated, usually from 46 µM), for inactives: at the top dose activity change, positive = activation, most hits filed as activators; hit rate 1.3% among 330,000; AID 504466, 2011; note: % of control where 0% means no effect; nearly all actives have a fitted effect of over 60% in size
#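 After overnight (16 hr) compound treatment at 37 °C, ELG1-luciferase HEK293T cells were lysed with ONE-Glo; luminescence quantified 30 min later at room temperature.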
# Starred values were filed as active, the others as inactive; ? = inconclusive; · = not tested or not shown; [ ] = dose if it differs, or a comment. Unless noted, calls come from the whole dose curve; as a rule, active = well fitted curve in the direction sought with a large enough effect; inconclusive = small, poorly fitted or top-dose-only effect, or another doubt; inactive = no such curve, though single readings can be large; an effect the other way counts as inactive or inconclusive. Potency is the fitted concentration of half-maximal effect.
1. Cc1ccc(NC(=O)Cc2cc(C(=O)O)c3ccccc3n2)c(C)c1
2. CC1CCCCN1S(=O)(=O)c1cnc(Cl)c(Br)c1 (stereo not given)
3. Cc1ccccc1Cn1nc(C)c(NC(=O)c2cc(-c3ccco3)on2)c1C
4. CC(C)(C)OC(=O)[C@H]1[C@H](c2ccc([N+](=O)[O-])cc2)C2(C(=O)c3ccccc3C2=O)C2c3ccccc3C=NN21 (stereo not given in full)
5. Nc1nccnc1C(=O)N/N=C/c1ccco1
6. Cn1nnnc1NCc1ccc(Cl)cc1
7. COc1ccc(C2C(C(=O)N3CCN(c4ccccc4)CC3)c3ccccc3C(=O)N2C)cc1 (stereo not given)
8. COc1ccc(CN2CCC(n3nccc3NC(=O)CCCc3ccccc3)CC2)cc1C
9. O=C(NCc1ccc(Cl)cc1)c1cc2c(s1)CS(=O)(=O)C2
10. Cc1nn(C)c(=O)n1-c1ccc(OCc2ccccc2)cc1
assay / entry	1	2	3	4	5	6	7	8	9	10
uPA surface inh	?	?	10%	3%	?	2%	-3%	?	-2%	·
Gal4-VP16 FLuc	?	3%	-17%	-3%	-5%	-2%[10 µM]	-1%	?	-2%	?
Rab9 prom act	-16%	-3%	-8%	-3%	?	-2%	1%	-9%	-5%	?
p53 reactivator	4%	-12%	-4%	-6%	14%	-2%	-7%	8%	-6%	14%
MBNL1-CUG inh	-8%	-4%	5%	16%	?	-11%	-7%	-7%	-6%	-6%
BRCA1 expr up	-67%	-36%	-16%	-45%	?	0%	-31%	-45%	29%	?
ELG1 genotox	-7%	-5%	7%	-5%	14%	-6%	-9%	0%	7%	16%
RORgamma inh	?	32%	1%	43%	-23%	-18%	-7%	-38%	3%	-20%
NPC1 promoter act	0%	0%	-10%	1%	27%	-1%	-7%	0%	-3%	?
FLuc modulator	?	0%	-2%	-1%	13µM*	-2%	0%	2%	0%	?

# An excerpt of these results, with values under each structure:
# Each structure is followed by: uPA surface inh, Gal4-VP16 FLuc, Rab9 prom act, p53 reactivator, MBNL1-CUG inh, BRCA1 expr up, ELG1 genotox, RORgamma inh, NPC1 promoter act, FLuc modulator
1) Cc1ccc(NC(=O)Cc2cc(C(=O)O)c3ccccc3n2)c(C)c1
  ?, ?, -16%, 4%, -8%, -67%, -7%, ?, 0%, ?
5) Nc1nccnc1C(=O)N/N=C/c1ccco1
  ?, -5%, ?, 14%, ?, ?, 14%, -23%, 27%, 13µM*
8) COc1ccc(CN2CCC(n3nccc3NC(=O)CCCc3ccccc3)CC2)cc1C
  ?, ?, -9%, 8%, -7%, -45%, 0%, -38%, 0%, 2%

# Of the compounds above, 2 have a furan ring, fused or not:
3. Cc1ccccc1Cn1nc(C)c(NC(=O)c2cc(-c3ccco3)on2)c1C
5. Nc1nccnc1C(=O)N/N=C/c1ccco1
assay / entry	3	5
uPA surface inh	10%	?
Gal4-VP16 FLuc	-17%	-5%
Rab9 prom act	-8%	?
p53 reactivator	-4%	14%
MBNL1-CUG inh	5%	?
BRCA1 expr up	-16%	?
ELG1 genotox	7%	14%
RORgamma inh	1%	-23%
NPC1 promoter act	-10%	27%
FLuc modulator	-2%	13µM*

# The list goes on:
11. Cc1cc(-c2cccs2)n[nH]1
12. O=C1NC2(CCCCCC2)C(=O)N1Cc1c(F)cccc1Cl
13. CCCCCCCN1C(Nc2ccccc2)=NC[C@@H]1CC(C)C
14. CCCC(C)NC(=O)c1ccc(C2SCC(=O)N2Cc2ccco2)cc1 (stereo not given)
15. CCC(=O)c1ccc(N2CCN(C(=O)c3cc([N+](=O)[O-])ccc3F)CC2)c(F)c1
16. Cc1ccc(S(=O)(=O)NCCc2cn3nc(C)c(C)nc3n2)cc1C
17. Nc1nc(C2CC(=O)OC23CCCCC3)cs1 (stereo not given)
18. Cc1ccc(NS(=O)(=O)c2c(C)[nH]c(C)c2C(=O)N2CCCC2)cc1
19. CC(Oc1ccccc1)c1ccnc2nc(N3CCOCC3)nn12 (stereo not given)
20. CCOC(=O)N1CCC(NC(=O)CCc2c(C)nc3nc(C)nn3c2C)CC1
assay / entry	11	12	13	14	15	16	17	18	19	20
uPA surface inh	4%	-7%	?	-2%	-6%	-7%	7%	7%	0%	6%
Gal4-VP16 FLuc	7%	-1%	0%	1%	?	-7%	3%	-4%	1%	5%
Rab9 prom act	3%	0%	-4%	-2%	-4%	-2%	-3%	-4%	0%	3%
p53 reactivator	?	1%	6%	-1%	-2%	2%	-13%	8%	-2%	15%
MBNL1-CUG inh	1%	-7%	-5%	0%	18%	17%	-1%	2%	-10%	3%
BRCA1 expr up	25%	-4%	-66%	-7%	-8%	-1%	2%	-21%	1%	0%
ELG1 genotox	1%	-3%	-10%	-2%	-12%	4%	-2%	2%	5%	1%
RORgamma inh	24%	17%	-11%	5%	-18%	-7%	2%	-2%	39%	3%
NPC1 promoter act	2%	-1%	-3%	0%	-3%	-3%	-2%	1%	0%	-2%
FLuc modulator	3%[2.3 µM]	-2%	5%	-2%	1%	0%	1%	0%	2%	0%

21. CCn1cc(C(=O)O)c(=O)c2cc(F)c(N3CCN(C(=S)NC(=O)c4ccc(OC)cc4)CC3)cc21
22. CCOC(=O)c1c(-c2ccc(F)cc2)csc1NC(=O)CCN1C(=O)c2ccccc2C1=O
23. COC(=O)c1ccc(NC(=O)Nc2ccc([N+](=O)[O-])cc2)cc1
24. CNS(=O)(=O)c1cc(C(=O)O)ccc1OC
25. CCOc1ccc(C2CC(=O)NC3=C2C(=O)CCC3)cc1Cl (stereo not given)
26. Cc1ccc(S(=O)(=O)N2CCN(C(=O)C3COc4ccccc4O3)CC2)cc1C (stereo not given)
27. COc1ccc(CSc2nc3ccccc3[nH]2)cc1
28. COc1ccc(CCN2C(=NC(=O)CC(C)C)SC3CS(=O)(=O)CC32)cc1 (stereo not given)
29. COc1ccc(OC)c(-c2cc(C(=O)NC3CCCC3)c3ccccc3n2)c1
30. Cc1ccc(S(=O)(=O)N2CCN(C(=O)CCc3c[nH]c4ccccc34)CC2)c(C)c1
assay / entry	21	22	23	24	25	26	27	28	29	30
uPA surface inh	3%	7%	10%	-2%	-2%	3%	-8%	·	-10%	3%
Gal4-VP16 FLuc	-7%	0%	-28%	-12%	-5%	1%	?	6%	-12%	·
Rab9 prom act	-2%	0%	1%	-7%	-5%	-4%	0.5µM*	2%	2%	0%
p53 reactivator	0%	3%	0%	-1%	-13%	-2%	10%	-1%	6%	6%
MBNL1-CUG inh	1%	-5%	2%	1%	-8%	-15%	-13%	3%	11%	·
BRCA1 expr up	2%	-14%	0%	22%	-8%	-3%	12%	-2%	-30%	-43%
ELG1 genotox	0%	-2%	-8%	-1%	-1%	0%	?	-5%	-6%	-3%
RORgamma inh	?	?	?	-2%	-7%	61%	1%	3%	28%	·
NPC1 promoter act	-5%	0%	-1%	-1%	3%	-3%	0.4µM*	-2%	-1%	-2%
FLuc modulator	6%	1%	-19%	0%	2%	2%	1.5µM*	3%	7%	-1%

31. Cc1cccc(C)c1NC(=O)N1CC=C(n2c(=O)[nH]c3ccccc32)CC1
32. COC(=O)C1=C(N)c2ccccc2C1(C#N)c1ccccc1 (stereo not given)
33. Cc1nc(CNS(=O)(=O)c2cccs2)cs1
34. CC(C)(C)C(=O)NNC(=O)c1ccc(Oc2cc(Cl)cc(Cl)c2)o1
35. O/N=C/c1ccc(OCc2ccccc2)c(Br)c1
36. Cc1ccc(C2(C)NC(=O)N(CC(=O)Nc3cccnc3Cl)C2=O)cc1 (stereo not given)
37. Cc1ccc(N2CC(C(=O)Nc3cc(C)on3)CC2=O)c(C)c1 (stereo not given)
38. O=C(OCC(=O)N1CCN(S(=O)(=O)c2ccc(Cl)cc2)CC1)C1CC1
39. Cc1cccc(C(=O)OCC(=O)c2ccc(CC(=O)N3CCOCC3)s2)c1C
assay / entry	31	32	33	34	35	36	37	38	39
uPA surface inh	-3%	7%	13%	-2%	-5%	-1%	0%	10%	?
Gal4-VP16 FLuc	-2%	16µM*	-4%	20%	-2%	6%	1%	·	·
Rab9 prom act	-14%	-15%	-1%	-7%	3.2µM*	16%	-4%	6%	-8%
p53 reactivator	-10%	-4%	-4%	-2%	?	-5%	4%	-1%	24%
MBNL1-CUG inh	3%	2%	1%	0%	13%	·	-1%	·	·
BRCA1 expr up	-6%	-29%	12%	18%	?	1%	-14%	-13%	-3%
ELG1 genotox	1%	1%	2%	0%	15µM*	19%	11%	4%	1%
RORgamma inh	0%	11%	9%	8%	-5%	19%	8%	·	·
NPC1 promoter act	0%	-1%	0%	-4%	19%	1%	1%	2%	9%
FLuc modulator	4%	-2%	1%	-1%	7.6µM*	2%	2%	2%	·
